aSyn tox rescue – rescues yeast growth from alpha-synuclein toxicity; S. cerevisiae alpha-synuclein toxicity rescue, BacTiter-Glo growth, 24 h; Potency, µM (titrated, usually from 46.1 µM), for the others: at the top dose growth rescue (activation), actives largely listed as activators; hit rate 0.02% among 94,000; active means well fitted activation curve with a large enough effect; inconclusive means small, poorly fitted or top-dose-only effect; further: 0% is about no effect
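Growth restoration measured by BacTiter-Glo luminescence after 24 hr at 30 deg C; alpha-synuclein yeast, raffinose-pregrown to mid-log, were added at OD600=0.02 in galactose medium onto pinned compounds.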
Starred values were filed as active, the others as inactive; ? = inconclusive; [ ] = another dose, or the depositor's remark. Potency means the concentration at half of the fitted maximal effect.

SMILES	aSyn tox rescue
O=C(CCn1c(=O)c2ccccc2n(Cc2ccc(Cl)cc2)c1=O)NCc1ccc2c(c1)OCO2	0%
O=C(CSc1ccccn1)Nc1ccc2c(c1)CCC2	18%
O=C(Nc1ccc(Cl)cc1)c1cc(S(=O)(=O)Nc2ccccn2)ccc1Cl	0%
O=C(CS(=O)(=O)c1ccc(Cl)cc1)Nc1nc2ccc(Br)cc2s1	-10%
Cc1nnsc1-c1c(C(=O)N2CCOCC2)c(C)nn1-c1ccc(Cl)cc1	4%
Cc1cccc(NS(=O)(=O)c2ccc3nc(-c4ccccc4)[nH]c3c2)c1C	-6%
Cc1ccn2cc(C(=O)Nc3cccc(C(=O)NC4CC4)c3)nc2c1	4%
CCc1ccccc1Nc1ncnc2c1nc1n2CCCC1	3%
O=C(Nc1ccc2c(c1)CCCN2C(=O)c1cccs1)c1ccccc1	2%
O=C(Nc1nc2cc3c(cc2s1)OCCO3)c1cccc(N2C(=O)CCC2=O)c1	1%
CCc1nnc(NC(=O)CSc2nc3c(c(=O)n2CC)SC(C)C3)s1 (stereo not given)	-11%
Cc1ccc2nc(-c3cc(NC(=O)/C=C/c4ccccc4)ccc3Cl)oc2c1	-10%
O=C(Nc1ccc(Cl)c(Cl)c1)Nc1nccs1	-23%
COc1ccc(-c2noc(N3CCN(c4ccc(Cl)cc4)CC3)n2)cc1OC	3%
COc1cc2[nH]c(=O)n(CCC(=O)N3CCN(c4ccc(Cl)cc4)CC3)c(=O)c2cc1OC	-10%
Cc1ccc(S(=O)(=O)N(C)C)cc1NC(=O)c1c(-c2c(F)cccc2Cl)noc1C	-3%
Cc1ccc2nc(COc3cccc(NC(=O)Nc4ccc(C)c(Cl)c4)c3)cc(=O)n2c1	0%
COc1ccccc1C1=Nn2c(nc3sc(C(=O)Nc4ccccc4Cl)c(C)c3c2=O)SC1	-1%
COc1ccc(NC(=O)CS(=O)CC(=O)N2CCN(C3CCCC3)CC2)cc1 (stereo not given)	-5%
Cc1cc(C)n(-c2ncc(C#N)cn2)n1	-5%
COc1ccccc1/C=N\NC(=O)c1ccc(COc2ccc(C)c(C)c2)o1	-3%
COc1ccc(CSc2n[nH]c(=O)[nH]c2=O)cc1	-10%
O=C(O)c1c(-c2ccccc2)oc2ccc(OCc3c(F)cccc3Cl)cc12	-6%
O=C(c1ccccc1)c1ccc(-n2ccnc2)c([N+](=O)[O-])c1	-13%
COc1ccc(CNC(=O)c2nc(SCc3ccccc3F)ncc2Cl)cc1	10%

(further entries)
SMILES	aSyn tox rescue
COc1cc(NC(=O)c2cc3cc4ccc(OC)c(Cl)c4nc3s2)cc(OC)c1	1%
COC(=O)C1C(=O)c2c([nH]c(C(=O)OC3CCCCC3)c2C)CC1C (stereo not given)	8%
CC1CN(C(=O)CCC(=O)NCCc2ccccc2)c2ccccc2O1 (stereo not given)	-1%
O=C(CCS(=O)(=O)c1cc2c3c(c1)CCN3C(=O)CC2)NCc1ccc(Cl)cc1	-4%
CC1(C(=O)Nc2cccc(Br)c2)Cc2ccccc2C(=O)O1 (stereo not given)	21%
COc1ccc(-c2nc3cc(C)ccn3c2NC(=O)c2ccc(F)cc2)cc1	3%
Cc1oc(-c2ccc(Cl)cc2)nc1CS(=O)CC(=O)NCc1ccc(Cl)cc1 (stereo not given)	9%
COc1ccc(OC)c(CNC(=O)CCn2c(=O)c3cccn3c3ccc(F)cc32)c1	3%
Cc1cc(NC(=O)CCc2nc3cccnc3n2-c2ccccc2)ccc1Br	-7%
CCOC(=O)c1c(C)oc2nc(C)nc(N3CCN(c4cc(Cl)ccc4C)CC3)c12	8%
Cc1cccc(N2NC(=O)/C(=C/c3ccc(-c4ccc(Cl)c(C(=O)O)c4)o3)C2=O)c1	-1%
COc1ccc2c(c1)c1c(c(=O)n(CCc3ccccc3)c(=O)n1Cc1cccc(Cl)c1)n2C	5%
CC(C)N=C1CCCC1C(=S)SSC(=S)C1CCCC1=NC(C)C (stereo not given)	0%
Cc1nonc1NC(=O)CSc1nc(CCC2CCCC2)nc2ccccc12	6%
O=C(CN1C(=O)C2CC=CCC2C1=O)Nc1cc(C(F)(F)F)ccc1N1CCCC1 (stereo not given)	-8%
COc1ccccc1CNc1ccc(-c2nc(-c3cccnc3)no2)cc1[N+](=O)[O-]	2%
Cc1ccc(NC(=O)CN2C(=O)NC(C)(c3ccc(Cl)cc3)C2=O)c(Br)c1 (stereo not given)	16%
NC(=S)NN=Cc1nccc2c(C(F)(F)F)cccc12	18%
Cc1ccc(Cl)cc1-n1ncc2c(NCCCc3ccccc3)ncnc21	-4%
CCN(c1cccc(C)c1)S(=O)(=O)c1nnc(NC(=O)c2ccccc2Cl)s1	-19%
CCc1nn2c(=O)cc(COC(=O)c3ccccc3NC(=O)COc3ccc(C)c(C)c3)nc2s1	12%
Cc1nc(-n2nc(C)c(Cc3ccc4c(c3)OCO4)c2C)sc1C(=O)Nc1cccc(Cl)c1	-8%
COc1cc(NC(=O)CSc2ncccc2C(=O)OC(C)C)cc(OC)c1	5%
CCCCOc1ccc(C(=O)N/N=C/c2cn[nH]c2-c2ccc(OC)c(OC)c2)cc1	-9%
Cc1cnc(C(=O)OCC(=O)c2ccccc2)cn1	-3%

Reformatted: entries from further up
Molecule,aSyn tox rescue
COc1cc(NC(=O)c2cc3cc4ccc(OC)c(Cl)c4nc3s2)cc(OC)c1,1%
COC(=O)C1C(=O)c2c([nH]c(C(=O)OC3CCCCC3)c2C)CC1C (stereo not given),8%
CC1CN(C(=O)CCC(=O)NCCc2ccccc2)c2ccccc2O1 (stereo not given),-1%
O=C(CCS(=O)(=O)c1cc2c3c(c1)CCN3C(=O)CC2)NCc1ccc(Cl)cc1,-4%
CC1(C(=O)Nc2cccc(Br)c2)Cc2ccccc2C(=O)O1 (stereo not given),21%
COc1ccc(-c2nc3cc(C)ccn3c2NC(=O)c2ccc(F)cc2)cc1,3%
Cc1oc(-c2ccc(Cl)cc2)nc1CS(=O)CC(=O)NCc1ccc(Cl)cc1 (stereo not given),9%
COc1ccc(OC)c(CNC(=O)CCn2c(=O)c3cccn3c3ccc(F)cc32)c1,3%
Cc1cc(NC(=O)CCc2nc3cccnc3n2-c2ccccc2)ccc1Br,-7%
CCOC(=O)c1c(C)oc2nc(C)nc(N3CCN(c4cc(Cl)ccc4C)CC3)c12,8%
Cc1cccc(N2NC(=O)/C(=C/c3ccc(-c4ccc(Cl)c(C(=O)O)c4)o3)C2=O)c1,-1%
COc1ccc2c(c1)c1c(c(=O)n(CCc3ccccc3)c(=O)n1Cc1cccc(Cl)c1)n2C,5%
CC(C)N=C1CCCC1C(=S)SSC(=S)C1CCCC1=NC(C)C (stereo not given),0%
Cc1nonc1NC(=O)CSc1nc(CCC2CCCC2)nc2ccccc12,6%
O=C(CN1C(=O)C2CC=CCC2C1=O)Nc1cc(C(F)(F)F)ccc1N1CCCC1 (stereo not given),-8%
COc1ccccc1CNc1ccc(-c2nc(-c3cccnc3)no2)cc1[N+](=O)[O-],2%
Cc1ccc(NC(=O)CN2C(=O)NC(C)(c3ccc(Cl)cc3)C2=O)c(Br)c1 (stereo not given),16%

New compounds follow:
SMILES	aSyn tox rescue
CC(C)c1cnc2c(c1SCC(=O)Nc1ccc(C(N)=O)cc1)c(=O)n(C)c(=O)n2C	7%
Cc1c(C(=O)N(C)c2cccc(C(F)(F)F)c2)sc2nc3n(c(=O)c12)CCCCC3	23%
Cc1ccc(Cl)cc1N1CCN(S(=O)(=O)c2cn(C)c(C)n2)CC1	-2%
CCOC(=O)c1c(NC(=O)C(C)Sc2cn(CCNC(=O)c3c(F)cccc3F)c3ccccc23)sc2c1CCC2 (stereo not given)	9%
COc1ccc(OC)c(CNC(=O)CCc2c(C)nc3c(c2C)c(=O)n(C)c(=O)n3C)c1	2%
CC1CCCC(C)N1C(=O)COC(=O)c1ccccc1C(=O)c1ccccc1 (stereo not given)	-2%
Cc1ccccc1CNC(=O)CCC(=O)N1CC2CCCN2c2ccccc21 (stereo not given)	3%
Cc1ccc(-c2ccc(=O)n(CC(=O)Nc3ccc(C(C)C)cc3)n2)cc1	23%
Cc1ccc(C(=O)O)cc1NC1(c2ccccc2)C(=O)c2ccccc2C1=O	2%
FC(F)Oc1ccc(-c2csc(NNC3=NCCCCC3)n2)cc1	-27%
CCN(CC)S(=O)(=O)c1ccc(NC(=O)c2cc3ccc4cccnc4c3[nH]2)cc1	1%
Cc1ccc(CNC(=O)C2CCN(S(=O)(=O)c3c(C)noc3/C=C/c3ccco3)CC2)cc1	8%
CNS(=O)(=O)c1cc(NC(=O)c2cncn2-c2ccccc2)ccc1C	-7%
CCCCC(CC)CNC(=O)C1CCN(S(=O)(=O)c2cccc3nsnc23)CC1 (stereo not given)	6%
O=C(O)c1ccccc1-c1ccccc1C(=O)Nc1nc2ccccc2s1	-2%
O=C(Cn1c(=O)n(Cc2nc(-c3ccccc3)no2)c(=O)c2cc3c(cc21)OCO3)Nc1ccc(Cl)cc1	5%
COc1ccc(C(=O)Nc2ccccc2C(=O)OCc2cc(=O)n3c4c(sc3n2)CCCC4)cc1	-2%
CCC(C)NC(=O)Cn1c(=O)n(-c2ccc(OC)c(OC)c2)c(=O)c2ccccc21 (stereo not given)	3%
Cc1oc(-c2ccccc2F)nc1CS(=O)(=O)CC(=O)NC1CCCC1	11%
Cc1ccc(-c2nc(CS(=O)(=O)CC(=O)NCc3cccc(F)c3)c(C)o2)cc1	1%
CCOC(=O)C1=C(C)NC(=S)NC1c1ccco1 (stereo not given)	-3%
CC(C)(C)OC(=O)N1CCc2onc(-c3ccc(Br)cc3)c2C1=O	-13%
C[C@@H]1CN([C@@H](C)CO)C(=O)CCCn2nncc2CO[C@H]1CN(C)S(=O)(=O)c1ccc(-n2cccn2)cc1	12%
Cc1noc(-c2ccc(N3CCC(C)CC3)c([N+](=O)[O-])c2)n1	0%
CCCC(=O)Nc1nnc2n1CCS2	-1%

The listing continues.
SMILES	aSyn tox rescue
Cc1cccc(C2N3CC4(C(C)C)CN2CC(C(C)C)(C3)C4=O)c1 (stereo not given)	-1%
Fc1ccc(-c2nc3ccc(Cl)cn3c2Cc2ccccc2)cc1	-8%
O=C1c2ccccc2NC(c2cccs2)N1O (stereo not given)	0%
CCOC(=O)C1c2cccc(O)c2CCN1C(C)=O (stereo not given)	-4%
COc1cc(C(=O)NC(=S)Nc2ccc3ccccc3c2)cc(OC)c1OC	-18%
CCCOc1ccc(C(=O)Nc2ccc(NC(=O)c3ccccc3)c(Br)c2)cc1	-7%
Cc1cc(O)cc(O)c1/C=N/NC(=O)c1ccc2c(c1)OCCO2	-7%
Cc1ccc(Cn2nnc3c(=O)[nH]c(C4CCN(S(=O)(=O)/C=C/c5ccccc5)CC4)nc32)cc1	3%
O=C(c1ccc(Br)o1)N1CCN(CCOc2ccccc2)CC1	-4%
Cc1cc(C)c(NC(=O)c2c(C)nn(-c3ccc(F)cc3)c2-n2cccc2)c(C)c1	-3%
Cc1cc(-c2ccc(Br)cc2)n2nc(C)cc2n1	-9%
COc1cccc(C(=O)NCC2CCCN2S(=O)(=O)c2cccs2)c1 (stereo not given)	2%
Cc1cccc(-n2c(O)cnc2Nc2nc(C)cc(C)n2)c1	-3%
Cc1ccc(NC(=O)CSc2n[nH]c(-c3ccco3)n2)c(C)c1	-4%
Cc1ccccc1NC(=O)COC(=O)C1(C)CC1(Cl)Cl (stereo not given)	-1%
O=C(NCc1ccc(F)cc1)c1ccc(CSc2nc3ccncc3n2Cc2ccc(F)cc2)cc1	-7%
Cc1cc(CNC[C@H]2O[C@@H](n3ccc(N)nc3=O)[C@H](O)[C@@H]2O)no1	6%
O=c1[nH]c(Cc2cccs2)nc2scc(-c3ccc(Cl)cc3)c12	1%
CC(=O)c1ccc(NS(=O)(=O)c2cc(-c3cnc(C4CC4)o3)ccc2C)cc1	0%
CCc1ccc(C2c3c(oc4ccc(C)cc4c3=O)C(=O)N2c2nc(C)c(C)s2)cc1 (stereo not given)	-7%
O=C(NCc1cccc(Cl)c1)c1ccc2ccccc2n1	14%
COC(=O)c1ccc(NC(=O)Cn2ccn3nc(-c4ccc(OC)cc4)cc3c2=O)cc1	-2%
COCCCNC(=O)Cn1c(=O)n(-c2ccccc2)c(=O)c2c1c1cc(OC)ccc1n2C	1%
Cc1ccc(NC(=O)COC(=O)CSC(=S)N2CCOCC2)cc1C	-3%
CC(=O)c1cccc(-n2c(=O)c3c4c(sc3n(CC(=O)c3ccc(Cl)cc3)c2=O)CN(C(C)=O)CC4)c1	-14%

Additional structures.
SMILES	aSyn tox rescue
O=C(Nc1cccs1)Nc1c(F)cc(F)cc1Br	-5%
COC(=O)c1cccc(Nc2c(-c3ccc(SC)cc3)nc3nc[nH]n23)c1	2%
CCc1nn2c(=O)cc(COC(=O)c3ccccc3NC(=O)c3cccs3)nc2s1	-4%
CN(Cc1ccccc1)C(=O)CCN1C(=O)c2cccc([N+](=O)[O-])c2C1=O	1%
CC(=O)c1cccc(NC(=O)C2=CC(c3ccc(F)cc3)=NS(=O)(=O)N2C)c1	1%
Cc1ccc2c(c1)N(C(=O)CCC(=O)NC1CCN(Cc3ccccc3)CC1)CC(C)O2 (stereo not given)	-6%
COc1ccccc1Nc1nc(-c2c(C)nc3ncccn23)cs1	-3%
Cc1cc(-c2ccc(C)c(S(=O)(=O)N(Cc3cccs3)C(C)C)c2)on1	?
COc1ccc(Cl)cc1C(=O)O/N=C(\N)c1ccc(Cl)cc1	-55%[inhibitor]
COc1ccc(OCC(=O)Nc2ccc(N3CCN(C(=O)c4ccccc4C)CC3)cc2)cc1	8%
CCc1c(C)nc(SCC(=O)N2CCN(c3ccccc3OC)CC2)[nH]c1=O	-2%
CC(C)CC(=O)n1nc(-c2ccco2)nc1NCc1ccc(Cl)cc1	-1%
CCCC1=Nc2cc(C(=O)NC(C)c3ccccc3)ccc2Sc2ccc(C)cc21 (stereo not given)	-1%

The list is partial; the hit share may differ from the screen's.
